# Screens as filed in PubChem.
# Menin MLL FP TR: menin-MLL binding inhibition, Texas Red mutant peptide. Potency, µM (doses to about 61.6 µM), inactives show at the highest dose FP activity change, negative = inhibition, usual class: inhibitors. O00255. 0.23% of 270,000 active. Menin + Texas Red MLL mutant peptide, fluorescence polarization; active = well fitted inhibition curve with a large enough effect in the polarisation, with a control signal flat, not every such curve was filed as active; inconclusive = small, poorly fitted or top-dose-only effect, or effect the other way, or a change in a side signal; inactive = no such curve, though single readings can be large or run the other way; the % refers to the polarisation; also: potency is read from the fitted curve at half-maximal effect; % of control where 0% means no effect; many of its hits are not listed in these tables
# FLuc counter: counter-screen for miR-21 project: firefly luciferase inhibitors or activators; P08659; purified FLuc, Km substrates, luminescence inhibition; Potency, µM (doses to about 57.5 µM), for inactives: at the top dose activity change, negative = inhibition, actives largely listed as inhibitors; 6.9% of 360,000 active;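 also: potency is read from the fitted curve at half-maximal effect; plate controls were vehicle for no effect and reference inhibitor for full effect; nearly all actives have a fitted effect of over 55% in size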
# Target sequence (P08659 whole entry, looked up): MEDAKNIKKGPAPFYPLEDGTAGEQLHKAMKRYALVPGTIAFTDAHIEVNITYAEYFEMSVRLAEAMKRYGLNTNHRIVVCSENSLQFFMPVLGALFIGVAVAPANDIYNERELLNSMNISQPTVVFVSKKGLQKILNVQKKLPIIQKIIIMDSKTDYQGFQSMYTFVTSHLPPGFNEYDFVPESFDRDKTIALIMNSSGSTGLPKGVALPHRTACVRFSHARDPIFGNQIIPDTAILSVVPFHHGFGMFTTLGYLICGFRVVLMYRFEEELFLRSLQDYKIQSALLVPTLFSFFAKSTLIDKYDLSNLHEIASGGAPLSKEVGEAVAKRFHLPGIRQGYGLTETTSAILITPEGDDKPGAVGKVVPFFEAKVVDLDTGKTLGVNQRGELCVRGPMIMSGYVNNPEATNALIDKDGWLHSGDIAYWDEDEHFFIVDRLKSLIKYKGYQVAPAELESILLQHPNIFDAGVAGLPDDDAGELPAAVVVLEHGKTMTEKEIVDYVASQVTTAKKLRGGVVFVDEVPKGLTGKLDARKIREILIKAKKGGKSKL
#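 Biochemical qHTS of compounds, final roughly 60 µM downward over six points, against 10 nM purified firefly luciferase using Km concentrations of substrates (10 uM D-luciferin, 10 uM ATP) in Tris acetate pH 7.5 buffer; luminescence output.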
# p53 reactivation: mutant p53 re-activation in reporter cells | AID 504706 | Potency, µM (doses to about 92.2 µM), for inactives: at the top dose activity change, positive = activation, hits mostly activators | H1299 p53-A138V BP100-luciferase reporter, luminescence, 24 h | 0.063% of 320,000 active; also: potency is read from the fitted curve at half-maximal effect; % of control where 0% means no effect; nearly all actives have a fitted effect of over 45% in size
#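 p53-null H1299 cells stably carrying temperature-sensitive p53-A138V and a BP100-luciferase reporter were pinned with compounds (4-point, 1:5 series) and held 24 hrs at 37 deg C. Luminescence was read 10 min after detection reagent.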
# Rab9 prom act: activates the Rab9 promoter; Huh7 Rab9 promoter-luciferase reporter, luminescence, 24 h; Potency, µM (doses to about 9.22 µM), without a hit: at the top dose activation, negative = inhibition, most hits filed as activators; 2.8% of 320,000 active; also: potency is read from the fitted curve at half-maximal effect; % of control where 0% means no effect; nearly all actives have a fitted effect of over 60% in size
#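 Rab9 promoter-driven luciferase in stably transfected Huh7 cells; 1500 cells/well rested 2 h, exposed to compound in DMSO for 24 h at 37 °C, 5% CO2. Luminescence read 10 min after adding luciferase reagent at ambient temperature.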
# Gal4-VP16 FLuc: inhibits Gal4-VP16 luciferase reporter, ROR gamma counter-screen; AID 2546; Drosophila S2 Gal4-VP16 UAS-luciferase, luminescence, 20 h; Potency, µM (doses to about 53.6 µM), for inactives: top-dose activity, negative = inhibition, hits mostly inhibitors; 3.5% of 310,000 active;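 also: Gal4-VP16 expression switched on by copper sulfate through the metallothionein promoter; potency is read from the fitted curve at half-maximal effect; % is scaled to controls: 0 for no effect and ±100 for the full control effect; nearly all actives have a fitted effect of over 50% in size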
# ELG1 genotox: induces genotoxicity in HEK293T cells with luciferase-tagged ELG1; HEK293T ELG1-luciferase reporter, luminescence, 16 h; Potency, µM (series often up to 46 µM), without a hit: at the highest dose activity change, positive = activation, hits mostly activators; 1.3% of 330,000 active; AID 504466; also: potency is read from the fitted curve at half-maximal effect; % of control where 0% means no effect; nearly all actives have a fitted effect of over 60% in size
#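 Reporter readout depends on ELG1 protein level, which increases with genetic stress. After 16 hr compound exposure at 37 °C, luciferase activity was quantified using ONE-Glo.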
# NPC1 prom act: activators of NPC1 promoter; Huh7 NPC1 promoter luciferase reporter, 24 h; Potency, µM (series often up to 9.22 µM), inactives show at the highest dose activation, most hits filed as activators; 2.4% of 320,000 active; AID 485313;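 also: potency is read from the fitted curve at half-maximal effect; % of control where 0% means no effect; nearly all actives have a fitted effect of over 60% in size; reporter is driven by a mutant NPC1 promoter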
#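 Luminescence read-out of NPC1 promoter-driven luciferase in stably transfected Huh7 cells; compounds delivered in DMSO and left 24 h at 37C, 5% CO2, qHTS titration format.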
# BRCA1 expr act: increases BRCA1 expression. AID 624202. 1.1% of 380,000 active. Potency, µM (doses to about 46.1 µM), inactives show at the top dose activation, actives largely listed as activators. MCF7-BRCA1-FFLuc reporter, luminescence, 48 h; response scale: scaled: vehicle 0%, 10 µM genistein 100%; also: potency is read from the fitted curve at half-maximal effect; nearly all actives have a fitted effect of over 80% in size; some results filed as inactive show a strong effect at the top dose
#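 MCF7 cells carrying a BRCA1-firefly luciferase reporter (2000 cells/well, phenol-red free MEM) were attached for 2 h at 37 °C, then given compounds for 48 h. Luminescence was read 15 min after luciferase reagent; activity normalized to genistein (10 microM) and DMSO.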
# PKM2 activator: PKM2 (human) enzyme activation; purified PKM2, Kinase-Glo ATP luminescence, activation; response scale: 0% is enzyme alone, no compound; Potency, µM (series often up to 57.5 µM), for the others: top-dose activation, actives largely listed as activators; 0.34% of 260,000 active; AID 1631; also: potency is read from the fitted curve at half-maximal effect; % is scaled to controls: 0 for no effect and ±100 for the full control effect; nearly all actives have a fitted effect of over 55% in size
# Target sequence (P14618 whole entry, looked up): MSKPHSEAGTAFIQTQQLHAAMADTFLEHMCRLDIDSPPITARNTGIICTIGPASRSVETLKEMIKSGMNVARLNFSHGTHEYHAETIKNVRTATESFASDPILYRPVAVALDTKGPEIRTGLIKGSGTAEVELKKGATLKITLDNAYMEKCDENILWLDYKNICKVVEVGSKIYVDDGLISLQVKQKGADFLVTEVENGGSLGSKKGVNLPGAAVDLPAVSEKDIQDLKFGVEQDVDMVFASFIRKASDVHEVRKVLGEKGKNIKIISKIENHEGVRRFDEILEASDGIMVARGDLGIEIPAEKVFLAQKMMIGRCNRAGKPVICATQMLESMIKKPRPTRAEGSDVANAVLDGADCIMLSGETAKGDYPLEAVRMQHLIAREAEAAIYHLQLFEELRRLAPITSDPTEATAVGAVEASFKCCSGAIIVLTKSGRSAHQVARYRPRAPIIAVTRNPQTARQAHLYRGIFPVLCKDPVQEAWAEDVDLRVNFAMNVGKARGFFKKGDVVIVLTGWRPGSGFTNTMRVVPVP
#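 Kinase-Glo luminescence reports ATP generated from ADP (0.1 mM) and PEP (0.5 mM) by purified hPK-M2 after 1 h at room temperature, pH 7.2 imidazole buffer; intermediate enzyme activity allows detecting inhibitors and activators.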
# Giardia kill: Giardia lamblia killing; Giardia lamblia trophozoite viability; activity change, % at 7.66 µM, hits read low; 0.15% of 340,000 active; AID 540267; in the data active = activity change below about -80%; inconclusive = between about -30% and that limit;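 also: parasites exposed to compound for two days anaerobically before the ATP read; % is scaled to controls: 0 for no effect and ±100 for the full control effect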
#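 Anaerobic 48 hrs incubation at 37 deg C of 100 trophozoites/well with test compounds; ATPLite 1-Step luminescence, 15-30 min RT, reports cellular ATP as viability.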
# RORg inh: inhibitors of mouse ROR gamma transcriptional activity; Drosophila S2 Gal4-RORgamma UAS-luciferase reporter, 20 h; Potency, µM (top dose mostly 53.6 µM), for the others: at the top dose activity change, negative = inhibition, most hits filed as inhibitors; 5.4% of 310,000 active; AID 2551; also: potency is read from the fitted curve at half-maximal effect; % is scaled to controls: 0 for no effect and ±100 for the full control effect; nearly all actives have a fitted effect of over 60% in size
#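 Stably transfected Drosophila Schneider cells are the test system, with ROR gamma fused to Gal4 and luciferase under UAS control; luminescence is read after 20 hr of 700 uM copper sulfate induction at ambient temperature.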
# Starred values were filed as active, the others as inactive; ? = inconclusive; . = no result given; & = joins results of further samples; [ ] = remark or other dose. Unless noted, calls follow the shape of the dose curve; as a rule, active = well fitted curve in the direction sought with a large enough effect; inconclusive = small, poorly fitted or top-dose-only effect, or another doubt; inactive = no such curve, though single readings can be large; an effect the other way counts as inactive or inconclusive. Some of the compounds tested; count on the stated rates, not on these rows.
# Every second line gives: Menin MLL FP TR, FLuc counter, p53 reactivation, Rab9 prom act, Gal4-VP16 FLuc, ELG1 genotox, NPC1 prom act, BRCA1 expr act, PKM2 activator, Giardia kill, RORg inh
- CN(c1ccc(C(=O)Nc2ccc(Cl)cn2)cc1)S(=O)(=O)c1ccccc1
  6%, -13%, -1%, -13%, ?, -3%, -3%, 1%, -4%, 9, -30%
- CC(NC(=S)Nc1cccc(C(F)(F)F)c1)C(C)(C)C (configuration not stated)
  15%, -4%, -2%, -7%, 10µM*, -12%, 0%, -55%, 1%, -9, 3.2µM*
- O=C(NC(=S)Nc1ccc(NC(=O)c2cccs2)cc1)c1cc2ccccc2o1
  ?, 0%, -10%, -6%, 7.9µM*, ?, 0%, -42%, -11%, 1, 7.1µM*
- O=C(NC1CCCCC1)C(c1ccco1)N(C(=O)c1csnn1)c1ccc(Cl)cc1 (configuration not stated)
  -5%, -1%, 1%, -3%, -6%, 0%, -2%, -17%, 4%, 10, 10%
- Cc1cc(C)n2nc(SCC(=O)N(C(C)C)C(C)C)nc2n1
  -13%, 5%, 1%, 4%, 2%, 3%, -2%, 0%, 6%, -2, -5%
- CCOc1ccc(-n2c(-c3ccccc3)c[n+]3c2CCCCC3)cc1
  ?, 0%, -7%, -36%[inhibitor], 3.5µM*, -6%, -33%[inhibitor], -58%, 8%, -8, ?
- COc1ccc(S(N)(=O)=O)cc1C(=O)OCCCC(=O)c1ccccc1
  ., ?, -8%, 1%, ., -2%, 0%, 12%, ., -29, .
- O=C(CSc1ccc2c(c1)OCCO2)NC(=O)NC1CCCC1
  -6%, -3%, -3%, 10%, ?, -6%, 4%, 2%, -1%, 1, ?
- O=C(/C=C/c1cccc([N+](=O)[O-])c1)NCc1ccc2c(c1)OCO2
  14%, 2%, 5%, -2%, -12%, 2%, -1%, 2%, 3%, 11, 43%
- NC(=S)Nc1cc(Cl)ccc1Cl
  ., 1%, -5%, 5%, ?, -2%, -3%, 6%, 7%, 4, 0%
- COc1ccc(S(=O)(=O)N2CCCCCC2)cc1C(=O)N(C)Cc1ccc(F)cc1
  ., -1%, 1%, -10%, ., -6%, -4%, -19%, ., -11, .
- O=C(C1CC1)N1N=C(c2cccc(Br)c2)CC1(O)C(F)(F)F (configuration not stated)
  0%, -6%, ., 1%, -13%, -1%, -1%, -25%, -7%[11.5 µM], 6, 32%
- CC(C)Cn1c(O)c2ccc(C(=O)N=NC(=O)c3cccnc3)cc2c1O
  1%, ?, 8%, 0%, 2%, -2%, -3%, -2%, 3%, -1, -15%
- Cc1cc(C)c(C#N)c(SCS(=O)Cc2ccc(Cl)cc2)n1 (configuration not stated)
  ?, -1%, -6%, -1%, 0%, 1%, -1%, -19%, 0%, 10, 10%
- O=C(OCC(=O)N1CCCC1)c1cncc(Br)c1
  6%, -1%, ?, -4%, -9%[0.365 µM], -2%, -2%, 17%, -1%, -18, -17%
- CCOc1ccc(/C=C2\SC(=S)N(NC(=O)c3ccncc3)C2=O)cc1OC
  ., ?, 4%, 8%, -3%, 6%, 0%, 45%, 4%, ?, 34%
- O=C(CSc1nnc(-c2ccccc2)o1)N1CCCC1
  -1%, ?, ?, ?, 6%, 30%, ?, 83%, -3%, -7, -30%
- CC(C)(Oc1ccc(Cl)cc1)C(=O)Nc1c2c(nn1C(C)(C)C)CS(=O)(=O)C2
  ., 0%, -1%, 1%, ., 2%, -1%, 0%, ., 31[activator], .
- COc1ccc(C(=O)Nc2ccc3oc(-c4cccnc4)nc3c2)cc1OC
  0%, 1%&-2%, -3%, -19%, -10%, -7%, -2%, 7%, 6%, 0, -11%
- O=S(=O)(CCOc1ccccc1)N1CCOCC1
  0%, -8%, ?, 0%, 0%, 5%, -1%, 25%, 1%, 20, 0%

# Three of the entries above in order of the Rab9 prom act value, high to low:
compound	Rab9 prom act
O=S(=O)(CCOc1ccccc1)N1CCOCC1	0%
CC(NC(=S)Nc1cccc(C(F)(F)F)c1)C(C)(C)C (configuration not stated)	-7%
COc1ccc(S(=O)(=O)N2CCCCCC2)cc1C(=O)N(C)Cc1ccc(F)cc1	-10%

# Carrying on.
# Every second line gives: Menin MLL FP TR, FLuc counter, p53 reactivation, Rab9 prom act, Gal4-VP16 FLuc, ELG1 genotox, NPC1 prom act, BRCA1 expr act, PKM2 activator, Giardia kill, RORg inh
- Cc1ccccc1N1CCN(C(=O)c2ccccc2NC(=O)c2ccccc2C(=O)O)CC1
  -5%, -1%, -4%, -5%, 22%, -2%, -2%, 9%, 2%, -2, 1%
- CCC(C(=O)NCC1CCCO1)N(Cc1ccc(F)cc1)C(=O)CNS(=O)(=O)c1ccccc1 (configuration not stated)
  ., 2%, 0%, 2%, -2%, 1%, -1%, 0%, ., -21, 3%
- COc1ccccc1CNC(=O)COC(=O)c1nccnc1N
  ., 5%, -10%, 12%, 6%, 3%, -43%[inhibitor], 6%, 1%, 3, 1%
- S=c1[nH]nc(COc2ccccc2)n1/N=C/c1cccc(Br)c1
  26%, -1%, -2%, -5%, -21%, 0%, 2%, -16%, ., 5, -42%
- COc1cccc(OC)c1C(=O)Nc1cccc(C(=O)Nc2cccc(C(=O)O)c2)c1
  -18%, 9.5µM*, 4%, 7%, -14%, -2%, 7%, -12%, ., 16, 10%
- CCOc1ccc(CCNC(=O)c2ccc(Cl)c(S(=O)(=O)N3CCOCC3)c2)cc1OCC
  ., -1%, -7%, -13%, ., -8%, -3%, -40%, ., 12, .
- CCOC(=O)c1nn(-c2ccc(Cl)cc2)c2nc(CC)c(C#N)c(=O)n12
  -12%, -1%, 1%, -2%, 0%, -6%, -1%, -3%, -1%, -17, 2%
- CCCOc1ccc(C(=O)CCC(=O)OCC(=O)Nc2cccc(S(N)(=O)=O)c2)cc1
  ., 11µM*, 10%, -6%, ., 2%, 0%, -1%, ., 6, .
- CCCc1[nH]nc2c1C(c1ccccc1OCC)C(C#N)=C(N)O2 (configuration not stated)
  7%, 1%, 5%, 6%, 1%, -13%, 1%, 6%, -2%, 6, -5%
- Cc1cc(C)nc(NS(=O)(=O)c2ccc(N/C=C3\CCCC3=O)cc2)n1
  16%, -2%, -3%, 1%, -8%, 10%, -2%, -7%, 4%, -13, 25%
- O=C(NCCc1ccccc1)c1c(O)c2ccccc2[nH]c1=O
  47%[activator], ?, 13%, ?, -4%, 18%, ?, ?, ?, 7, 15%[1.91 µM]
- CCN1C(=O)c2ccccc2Sc2ccc(C(=O)O)cc21
  -1%, -3%, -3%, 1%, 1%, 0%, -2%, -11%, ., -20, 2%
- Cc1ccccc1NC(=S)NCC(c1cccnc1)N(C)C (configuration not stated)
  1%, 1%, -2%, -1%, -6%, 2%, 0%, 5%, -9%, -8, 4%
- CCc1nc(SCC(=O)Nc2ccnc3ccccc23)n[nH]1
  12%, 2%, 8%, 1%, -15%, -19%, 1%, -14%, 7%, -13, ?
- CC(C)(C)c1nc(C(C)(C)C)c(Br)c(=O)[nH]1
  -2%, 0%, -12%, -3%, -1%, -5%, -4%, -36%, -5%, -13, 19%
- CC(C)c1ccc(Nc2ncccc2C(=O)O)cc1
  ?, 2.7µM*, 0%, 0.4µM*, -9%, ?, 0.63µM*, 32%, -23%, 16, 18%
- CC(C)[C@@H](CO)NC(=O)c1ccc2c3n(nc2c1)-c1ccc(Cl)cc1CO3
  ., 8.5µM*, 17%, 1.1µM*, 6%, ?, 1.4µM*, 4µM*, 0%, 4, -11%
- CCCn1c(=O)c(C(=O)N/N=C/c2ccc(F)cc2)c(O)c2ccccc21
  ., 1%, 0%, -6%, -8%, -3%, 1%, -36%, -4%, -9, 6%
- CC(C)(C)C1CCC(C(=O)NCCc2ccc(S(N)(=O)=O)cc2)CC1 (configuration not stated)
  -11%, 0%, 2%, 2%, ?, -4%, -1%, -8%, ., 8, 16%
- CCOC(=O)c1c(C)c(C(=O)Nc2ccc3c(c2)OCCO3)c(C)n1CC
  3%, ?, ?, 5%, -18%, 1%, -4%, -62%, 3%, 2, 2%
- O=C(NCc1n[nH]c(=S)n1Cc1ccccc1)c1ccccc1
  11%, -12%, 4%, 16%, 4%, -2%, -3%, -14%, 11%, 5, ?
- CC1CCN(CCCn2c(SCC(=O)NC3CCCC3)nc3ccccc3c2=O)CC1
  -9%, 5%, 1%, -1%, -1%, 6%, -2%, -31%, ., -18, -16%
